Pf Dd2 inh = P. falciparum Dd2 growth inhibitors, primary screen, SYBR Green fluorescence, single dose replicates. AID 1159554, 2015. activity change, % at 10 µM. hit rate 2.3% among 94,000. 72 h; active compounds read low; in the data active = activity change below about -80%; inconclusive = no clear call, values can overlap the other calls
C diff growth = C. difficile growth inhibitors, primary screen, HTS | AID 1259249, 2017 | hit rate 0.25% among 86,000 | Clostridium difficile clinical isolate growth, OD600, 24 h; active compounds read low | growth activity, negative = inhibition, % at 16 µg/mL (by protocol);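 active = mean growth activity at or below -80% and every replicate also at or below -80%; inconclusive = mean at or below -80% but some replicate above -80%; inactive = mean growth activity above -80%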;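 also: 0% = DMSO wells and -100% = levofloxacin 16 µg/mL wells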
GASC1 inh = inhibitors of GASC-1 (KDM4C) histone demethylase, primary screen, biochemical, single concentration HTS; Lysine-specific demethylase 4C (Homo sapiens), Q9H3R0; hit rate 0.15% among 96,000; inhibition, % at 12.5 µM; GST-KDM4C 2-372, H3K9me3 peptide, LANCE TR-FRET;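 active = mean replicate inhibition above about 25%, with at least 55% of replicates also reaching it, limit read from the data, passing the limit was not always enough; inconclusive = only one of those two conditions met; inactive = neither condition met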
Target sequence (Q9H3R0 2-372 limits assumed): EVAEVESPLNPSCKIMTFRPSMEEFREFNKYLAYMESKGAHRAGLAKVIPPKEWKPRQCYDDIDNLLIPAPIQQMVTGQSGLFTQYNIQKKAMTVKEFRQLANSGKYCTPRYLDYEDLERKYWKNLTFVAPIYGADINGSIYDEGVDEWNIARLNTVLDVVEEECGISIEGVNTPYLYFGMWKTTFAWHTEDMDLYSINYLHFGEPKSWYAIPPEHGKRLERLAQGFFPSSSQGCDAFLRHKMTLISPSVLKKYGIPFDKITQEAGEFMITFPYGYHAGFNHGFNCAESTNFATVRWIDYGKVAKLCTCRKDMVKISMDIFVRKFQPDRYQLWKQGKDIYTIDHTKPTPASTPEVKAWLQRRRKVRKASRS
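material = GST-tagged GASC-1 (JMJD2C) catalytic fragment, aa 2-372 | amount = enzyme final amount 10 nM | medium = HEPES buffer, pH 7.5, plus ascorbate | also added = H3K9me3 peptide substrate, Fe(II), 2-oxoglutarate | dosing = single dose | times = 30 min demethylation and 1 h detection at room temperature | detection = LANCE TR-FRET | read-out basis = Fall in 671/618 emission ratio as inhibition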
T cruzi growth = T. cruzi intracellular proliferation inhibitors, primary screen, cell-based, beta-gal Tulahuen parasites, NIH3T3 host, luminescence | inhibition, % at 8.34 µM | hit rate 5.9% among 77,000 | AID 624255, 2012 | T. cruzi beta-gal in NIH3T3, GalScreen luminescence, 90 h;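 active = mean inhibition above about 93%, with at least 55% of replicates each passing it, limit read from the data, passing the limit was not always enough; inconclusive = only one of those two conditions holds; inactive = neither condition holds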
Numbers without * were called inactive; ? = inconclusive; · = not tested or not shown; & = joins results of further samples.

SMILES	Pf Dd2 inh	C diff growth	GASC1 inh	T cruzi growth
C[C@H]1CN([C@@H](C)CO)C(=O)c2cc(NS(=O)(=O)c3ccc(F)cc3)ccc2O[C@H]1CN(C)C	4	3	0.4	40
C[C@H](CO)N1C[C@H](C)[C@H](CN(C)C(=O)Nc2ccccc2)Oc2cc(-c3cccc(C(=O)N(C)C)c3)ccc2S1(=O)=O	-43	19	3.3	63
N#C[C@H]1[C@H](c2ccccc2)[C@@H](CO)N1C(=O)c1cccnc1	36	-11	-1.1	28
COc1ccc(NC(=O)Nc2ccc3c(c2)C(=O)N([C@@H](C)CO)C[C@@H](C)[C@@H](CN(C)C)OCCCC[C@H](C)O3)cc1	-17	-2	-1.8	27
C[C@@H]1CN([C@H](C)CO)S(=O)(=O)c2ccc(C#Cc3ccncc3)cc2O[C@@H]1CN(C)C(=O)C1CCCCC1	-42	-3	0.1	-18
O=C(C[C@@H]1C[C@H]2c3cc(NC(=O)CC4CC4)ccc3O[C@H]2[C@@H](CO)O1)NCCc1ccccc1	7	-2	-1.7	-2
COC(=O)N(C)C[C@H]1OCc2cnnn2CCCC(=O)N([C@@H](C)CO)C[C@@H]1C	1	·	-0.6	-13
COc1ccc(S(=O)(=O)N(C)C[C@@H]2OCCCC[C@H](C)Oc3ccc(NC(=O)CCCN(C)C)cc3C(=O)N([C@H](C)CO)C[C@@H]2C)cc1	8	10	2.6	90
CO[C@H]1CN(C)C(=O)c2cc(NC(=O)C3CC3)ccc2OC[C@H](C)N(C(=O)c2cccnc2)C[C@@H]1C	20	·	2.7	6
COCC#Cc1cnc2c(c1)C(=O)N([C@@H](C)CO)C[C@H](C)[C@H](CN(C)C(=O)Cc1ccccc1)O2	19	-2	1.5	46
C[C@H](CO)N1C[C@H](C)[C@@H](CN(C)C(=O)NC2CCCCC2)Oc2c(NC(=O)Nc3cccc4ccccc34)cccc2C1=O	-30	7	-2.4	27
Cc1ccc(S(=O)(=O)Nc2ccc3c(c2)C(=O)N([C@@H](C)CO)C[C@H](C)[C@H](CN(C)C(=O)c2ccccc2)OCCCC[C@@H](C)O3)cc1	-11	3	-0.5	7
CCC(=O)N1Cc2cc(C(=O)N3CCN(C)CC3)nc(-c3cccc(-c4cccnc4)c3)c2[C@@H]1CCO	19	-1	-1.7	·
COc1ccc2c3c(n(C)c2c1)[C@H](CO)N(C(=O)c1cccc(F)c1)CC31CCN(C(=O)c2cccc(F)c2)CC1	-69	1	-0.8	·
CS(=O)(=O)N1C[C@@H](O)COC[C@H]2O[C@@H](CC(=O)NC3Cc4ccccc4C3)CC[C@@H]21	0	11&3	0.2	9
N#C[C@@H]1[C@@H](c2ccccc2-c2cccc(F)c2)[C@@H](CO)N1C(=O)CN1CCOCC1	-16	-6	-0.3	·
C[C@H]1CN([C@@H](C)CO)C(=O)c2cccc(NC(=O)Nc3ccc4c(c3)OCO4)c2O[C@H]1CN(C)S(=O)(=O)c1ccc(F)cc1	-13	17	-1.3	-49
COc1ccc(NC(=O)N(C)C[C@H]2Oc3c(NC(=O)Nc4ccccc4)cccc3C(=O)N([C@H](C)CO)C[C@@H]2C)cc1	-13	-8	0.7	2
CCC(=O)N1C[C@@H](C)[C@H](OC)CN(C)C(=O)c2ccc(NC(=O)c3ccccc3)cc2OC[C@H]1C	0	·	0.8	31
COc1cc(CN2CC3(CCN(S(=O)(=O)c4cccc(F)c4)CC3)c3c([nH]c4cc(OC)ccc34)[C@@H]2CO)cc(OC)c1	-64	-1	-2.4	·
C[C@H](CO)N1C[C@H](C)[C@@H](CN(C)Cc2ccc(Oc3ccccc3)cc2)Oc2c(NC(=O)Nc3ccc4c(c3)OCO4)cccc2C1=O	-20	2	2.2	?
COc1ccc(CN(C)C[C@@H]2Oc3c(NC(=O)Nc4ccc(F)cc4)cccc3C(=O)N([C@H](C)CO)C[C@H]2C)cc1	0	3	-2.6	43
C[C@@H]1CN([C@@H](C)CO)S(=O)(=O)c2ccc(-c3ccc(F)cc3)cc2O[C@@H]1CN(C)C(=O)C1CCCCC1	7	-6	-1.6	98
C[C@@H]1CCCCO[C@H](CN(C)S(=O)(=O)c2ccccc2)[C@H](C)CN([C@H](C)CO)C(=O)c2cc(NS(=O)(=O)c3ccccc3)ccc2O1	-43	·	0.3	107*
COCC#Cc1cnc2c(c1)C(=O)N([C@@H](C)CO)C[C@H](C)[C@H](CN(C)C(=O)Cc1cccnc1)O2	8	-1	4.2	·

3 compounds drawn at random from the list so far, as already listed:
SMILES	Pf Dd2 inh	C diff growth	GASC1 inh	T cruzi growth
CCC(=O)N1C[C@@H](C)[C@H](OC)CN(C)C(=O)c2ccc(NC(=O)c3ccccc3)cc2OC[C@H]1C	0	·	0.8	31
COc1ccc2c3c(n(C)c2c1)[C@H](CO)N(C(=O)c1cccc(F)c1)CC31CCN(C(=O)c2cccc(F)c2)CC1	-69	1	-0.8	·
C[C@H]1CN([C@@H](C)CO)C(=O)c2cc(NS(=O)(=O)c3ccc(F)cc3)ccc2O[C@H]1CN(C)C	4	3	0.4	40

(list continues)
SMILES	Pf Dd2 inh	C diff growth	GASC1 inh	T cruzi growth
Cc1noc(C)c1NC(=O)N(C)C[C@@H]1Oc2c(NC(=O)Nc3ccccc3)cccc2C(=O)N([C@@H](C)CO)C[C@H]1C	18	0	2.7	-49
CCCc1cn(CC[C@H]2CC[C@H](NS(=O)(=O)c3ccccc3Cl)[C@H](CO)O2)nn1	-1	1	-1.7	-16
CC(C)C(=O)Nc1ccc2c(c1)C(=O)N(C)[C@@H]1CC[C@H](CC(=O)NCc3ccccc3)O[C@H]1CO2	4	2	0.3	26
CCCNC(=O)N1C[C@H](C)[C@@H](OC)CN(C)C(=O)c2ccc(NS(C)(=O)=O)cc2OC[C@H]1C	31	·	0.0	-26
C[C@H]1CN([C@@H](C)CO)S(=O)(=O)c2ccc(C#CC3CC3)cc2O[C@H]1CN(C)Cc1ccccn1	-35	-3	2.5	47
O=C(C[C@H]1C[C@H]2c3cc(NC(=O)Nc4ccc(C(F)(F)F)cc4)ccc3O[C@H]2[C@H](CO)O1)NCc1cc(F)ccc1F	-3	-2	-2.3	-91
CCCNC(=O)C[C@H]1CC[C@H]2[C@@H](COc3ccc(NC(=O)c4ccccc4)cc3C(=O)N2C)O1	-4	-8	-1.1	-4
C[C@@H]1CCCCO[C@H](CN(C)C(=O)Nc2ccc(C(F)(F)F)cc2)[C@@H](C)CN([C@@H](C)CO)C(=O)c2cc(NC(=O)c3ccccc3)ccc2O1	-83*	7	-0.2	93
CCCC#Cc1cnc2c(c1)C(=O)N([C@H](C)CO)C[C@H](C)[C@@H](CN(C)C(=O)C1CCC1)O2	8	-2	2.7	19
C[C@H](CO)N1C[C@H](C)[C@@H](CN(C)C(=O)c2ccccc2F)Oc2ncc(C#C[C@@H](C)O)cc2C1=O	·	1	-0.5	-54
C[C@@H]1CN([C@@H](C)CO)C(=O)c2cccc(NS(=O)(=O)c3ccc(F)cc3)c2O[C@H]1CN(C)Cc1ccc(C(=O)O)cc1	13	·	1.4	82
C[C@H]1CN([C@@H](C)CO)C(=O)CCCn2cc(nn2)CO[C@@H]1CN(C)Cc1ccc2cccnc2c1	1	-4	-0.4	86
C[C@@H]1CN([C@@H](C)CO)C(=O)c2cc(NC(=O)Nc3ccccc3)ccc2O[C@@H](C)CCCCO[C@@H]1CN(C)S(=O)(=O)c1cn(C)cn1	-41	2	0.1	30
O=C(C[C@H]1CC[C@H]2[C@@H](COC[C@@H](O)CN2Cc2ccc(C(F)(F)F)cc2)O1)N1CCc2ccccc2C1	-66	76&-5	0.4	·
O=C(C[C@H]1C=C[C@H](NC(=O)Nc2cc(F)ccc2F)[C@@H](CO)O1)NCc1ccc2c(c1)OCO2	-14	2	1.7	65
O=C(CN1CCOCC1)N1CCCCN2[C@H](CO)[C@H](c3ccc(C#Cc4ccccc4F)cc3)[C@H]2C1	-20	-6	0.5	118*
O=C(C[C@H]1C[C@H]2c3cc(NC(=O)C4CCC4)ccc3O[C@H]2[C@@H](CO)O1)NCc1ccc2c(c1)OCO2	-14	2	-2.3	1
CO[C@H]1CN(C)C(=O)c2cc(NC(C)=O)ccc2OC[C@@H](C)N(C(=O)C2CCOCC2)C[C@H]1C	7	·	0.6	·
C[C@H]1CN([C@@H](C)CO)C(=O)c2cccc(NC(=O)Nc3ccccc3)c2O[C@H]1CN(C)Cc1ccc(Cl)c(Cl)c1	-15	2	-1.3	45
C[C@H]1CN([C@@H](C)CO)C(=O)CCCn2cc(nn2)CO[C@H]1CN(C)Cc1ccccc1C(F)(F)F	-20	·	-0.7	43
C[C@@H]1CCCCO[C@@H](CN(C)Cc2ccccc2)[C@H](C)CN([C@H](C)CO)C(=O)c2cc(NC(=O)c3ccncc3)ccc2O1	-41	·	0.3	?
O=C(C[C@@H]1CC[C@@H](NS(=O)(=O)c2ccc(F)cc2)[C@@H](CO)O1)NCc1ccc(Cl)c(Cl)c1	-7	·	1.8	-39
O=C(C[C@H]1CC[C@H]2[C@@H](COC[C@@H](O)CN2C(=O)Nc2ccc(F)cc2)O1)NC1Cc2ccccc2C1	-2	·	-1.2	-50
Cc1cccc(CN(C)C[C@@H]2OCc3cnnn3CCCC(=O)N([C@@H](C)CO)C[C@@H]2C)c1	12	·	-1.1	18
CCC(=O)N1CC2(C1)CN(C(=O)CC)[C@@H](CO)c1[nH]c3cc(OC)ccc3c12	9	-2	0.8	·
Continuation:
SMILES	Pf Dd2 inh	C diff growth	GASC1 inh	T cruzi growth
COc1ccc(-c2cnc3c(c2)C(=O)N([C@@H](C)CO)C[C@H](C)[C@@H](CN(C)S(=O)(=O)c2ccc(OC)cc2)O3)cc1	-37	·	-0.6	105*
COc1ccc(S(=O)(=O)Nc2ccc3c(c2)C(=O)N([C@@H](C)CO)C[C@H](C)[C@@H](CN(C)S(=O)(=O)c2ccc(F)cc2)O3)cc1	-20	-1	-0.4	55
O=C(C[C@@H]1CC[C@H]2[C@@H](COC[C@@H](O)CN2Cc2ccccc2F)O1)NC1CCC1	·	0&-8	-2.6	-18
CNC[C@H]1Oc2ncc(-c3ccccc3C)cc2C(=O)N([C@@H](C)CO)C[C@H]1C	·	5	-0.4	-15
C[C@@H]1CN([C@@H](C)CO)C(=O)c2cc(/C=C/c3ccccc3)cnc2O[C@@H]1CN(C)C(=O)Cc1ccccn1	15	-1	-3.8	-17
CC(C)NC(=O)Nc1ccc2c(c1)C(=O)N(C)[C@H]1CC[C@@H](CC(=O)NCC(F)(F)F)O[C@@H]1CO2	-73	-1	1.7	-35
C[C@@H]1CN([C@@H](C)CO)C(=O)c2cccc(NC(=O)Nc3ccc4c(c3)OCO4)c2O[C@H]1CN(C)Cc1ccncc1	-3	3	1.6	41
C[C@@H]1CN([C@@H](C)CO)C(=O)c2cc(NS(=O)(=O)c3cn(C)cn3)ccc2O[C@@H](C)CCCCO[C@@H]1CN(C)Cc1ccccc1	1	·	-2.3	-33
C[C@H]1CN([C@@H](C)CO)C(=O)c2cccc(NC(=O)Nc3ccc4c(c3)OCO4)c2O[C@H]1CN(C)Cc1ccc(Oc2ccccc2)cc1	-4	8	0.0	76
C[C@@H]1CN([C@H](C)CO)S(=O)(=O)c2ccc(-c3cccnc3)cc2O[C@@H]1CN(C)C(=O)C1CCCCC1	-15	3	-1.3	64
COc1ccc(CN(C)C[C@H]2OCCCC[C@@H](C)Oc3ccc(NC(=O)Nc4ccc(OC)cc4)cc3C(=O)N([C@@H](C)CO)C[C@H]2C)cc1	-57	·	-1.1	104*
O=C(C[C@@H]1CC[C@H](NC(=O)Cc2ccccn2)[C@@H](CO)O1)NCCc1ccncc1	17	·	0.6	-37
CCNC(=O)C[C@@H]1CC[C@H]2[C@@H](COC[C@H](O)CN2C(=O)C2CC2)O1	10	-3	0.3	-9
CC(C)NC(=O)N(C)C[C@@H]1OCCCC[C@@H](C)Oc2ccc(NC(=O)Cc3ccccc3)cc2C(=O)N([C@@H](C)CO)C[C@H]1C	-11	2	0.3	26
COC(=O)C[C@@H]1C[C@H]2c3cc(NC(=O)CN(C)C)ccc3O[C@H]2[C@@H](CO)O1	11	4	-2.7	·
COc1ccc(CN(C)C[C@H]2Oc3ccc(NC(=O)C4CCCCC4)cc3CC(=O)N([C@H](C)CO)C[C@H]2C)cc1	4	-9	-1.2	34

Among those listed so far, three have a Cl atom.
SMILES	Pf Dd2 inh	C diff growth	GASC1 inh	T cruzi growth
CCCc1cn(CC[C@H]2CC[C@H](NS(=O)(=O)c3ccccc3Cl)[C@H](CO)O2)nn1	-1	1	-1.7	-16
C[C@H]1CN([C@@H](C)CO)C(=O)c2cccc(NC(=O)Nc3ccccc3)c2O[C@H]1CN(C)Cc1ccc(Cl)c(Cl)c1	-15	2	-1.3	45
O=C(C[C@@H]1CC[C@@H](NS(=O)(=O)c2ccc(F)cc2)[C@@H](CO)O1)NCc1ccc(Cl)c(Cl)c1	-7	·	1.8	-39
